Spn DPM-DC inh = S. pneumoniae DPM-DC inhibitors, primary screen, biochemical, PK/LDH-coupled NADH fluorescence; purified DPM-DC; calls only at 10 µM; hit rate 0.49% among 65,000; AID 556, 2006;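 active = the 320 compounds with the highest percent inhibition in the single-dose primary screen, excluding strongly autofluorescent ones, cut at about 32% in these data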;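 also: kinetic rate of NADH fluorescence loss reporting ADP formed by the decarboxylase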
HT1080 viability = cytotoxicity in HT1080 fibrosarcoma cells, cell-based, fluorescence readout (AID 620); HT1080 viability, fluorescence; higher % means a stronger effect; cytotoxicity, % at 10 µM; hits with a dose series show EC50 in µM; hit rate 0.42% among 87,000;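 also: cells exposed to compound overnight then 4 h with Alamar Blue; 0% = vehicle DMSO and 100% = killing control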
Bfl-1 inhibitors = Bfl-1 inhibitors, primary screen, biochemical, fluorescence polarization, FITC-Bid, mouse (AID 432) | hit rate 0.02% among 64,000 | Bcl-2-related protein A1 (Mus musculus) | FITC-Bid BH3 peptide fluorescence polarization displacement; higher % means a stronger effect | displacement, % at 20 µM; hits with a dose series show IC50 in µM; in the data active = a potency from the dose series; inactive = the rest, 99 in 100 with displacement below about 15%; also: strong numbers were not always called active
HPDE-C7 viability = cytotoxicity in HPDE-C7 cells, cell-based, fluorescence, HTS (AID 430). hit rate 1.8% among 63,000. cytotoxicity, % at 10 µM, or EC50 in µM where a hit was titrated. HPDE-C7 pancreatic duct cells viability, fluorescence; higher % means a stronger effect;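 also: cells exposed to compound for 48 hours before viability readout; 0% = vehicle and 100% = reference cytotoxic drug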
LYP phosphatase = LYP phosphatase inhibitors, primary screen, biochemical, DiFMUP fluorescence, recombinant catalytic domain, 10 µM (AID 606); inhibition, % at 10 µM; hits with a dose series show IC50 in µM; recombinant LYP catalytic domain, DiFMUP fluorescence; higher % means a stronger effect; Tyrosine-protein phosphatase non-receptor type 22 (Homo sapiens); 52,000 tested, under 10 active;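 active = IC50 under 40 µM in the dose-response test; inactive = IC50 of 40 µM or more, or never dose-tested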
Spn PMK inh = S. pneumoniae PMK inhibitors, primary screen, biochemical, mevalonate pathway, pilot trial included | phosphomevalonate kinase (Streptococcus pneumoniae D39) | purified PMK, PK/LDH-coupled NADH absorbance 340 nm | inhibition, % at 10 µM | hit rate 0.49% among 65,000 | AID 539, 2006;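 active = top-ranked compounds by inhibition in the single 10 µM screen, taking a fixed number of the strongest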;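 also: 0% = full reaction with DMSO carrier and 100% = background rate without enzyme reaction; no value below 0 was filed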
HPDE-C7K KRASV12 = cytotoxicity in KRAS-transformed pancreatic duct cells, primary screen, cell-based, fluorescence, HTS (AID 431). HPDE-C7K KRASV12 cells, Alamar Blue viability, 48 h; higher % means a stronger effect. cytotoxicity, % at 10 µM, or EC50 in µM where a hit was titrated. hit rate 1.7% among 63,000;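 active = compounds whose percent cytotoxicity in the single-dose primary screen, scaled between solvent and toxic-drug controls, exceeds 50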;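 also: 0% = DMSO solvent wells and 100% = doxorubicin-treated wells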
TNAP inhibition = human TNAP enzyme inhibitors, biochemical, luminescent (AID 518) | Alkaline phosphatase, tissue-nonspecific isozyme (Homo sapiens) | one-dose inhibition, % at 20 µM; IC50 in µM for titrated hits | hit rate 0.09% among 64,000 | purified TNAP enzyme, luminescent substrate readout; higher % means a stronger effect; in the data active = a potency from the dose series; inactive = the rest, 99 in 100 with inhibition below about 22%;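 also: plate controls were vehicle for no effect and reference inhibitor for full effect; many of its hits are not listed in these tables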
MK inhibit = S. pneumoniae MK inhibitors, primary screen, biochemical, PK/LDH-coupled NADH absorbance. mevalonate kinase [Streptococcus pneumoniae D39]. purified MK, PK/LDH-coupled NADH absorbance 340 nm. inhibition, % at 10 µM. hit rate 0.48% among 65,000. AID 555, 2006;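 active = ranked among the strongest by inhibition in the single 10 µM screen, a fixed top-ranked set picked for dose follow-up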; also: no value below 0 was filed
Spn PMK inh pilot replicates = also measured in Spn PMK inh; calls as there; inhibition, %; measured here: pilot screen replicates
MK inhibit pilot replicates = further read-out of MK inhibit, marked with its call; inhibition, %; measured here: pilot screen replicates
Spn DPM-DC inh pilot screen % = further read-out of Spn DPM-DC inh, marked with its call; inhibition, %; measured here: pilot screen trials
The depositor's hits bear a star; i = inactive; . = no result given; & = joins results of further samples. Rule as the data show it, unless noted: active = cytotoxicity above about 50%; inactive = the rest.

The first 2 records (preview)
SMILES	Spn DPM-DC inh	HT1080 viability	Bfl-1 inhibitors	HPDE-C7 viability	LYP phosphatase	Spn PMK inh	HPDE-C7K KRASV12	TNAP inhibition	MK inhibit	others
CCOc1c(C)cc(-c2ncccc2O)cc1C	i	-5.6%&1.6%	-3.4%	-6.7%	.	2.0	-1.3%	-3.5%	11.0
CSc1nc(NC(C)(C)C)nc(Oc2ccc(=O)[nH]n2)n1	i	29.5%	1.7%	4.7%	-9.5%	9.0	5.0%	5.9%	6.0	Spn PMK inh pilot replicates=3.5;MK inhibit pilot replicates=0.0;Spn DPM-DC inh pilot screen %=0.5

This part in full, previewed entries included:
SMILES	Spn DPM-DC inh	HT1080 viability	Bfl-1 inhibitors	HPDE-C7 viability	LYP phosphatase	Spn PMK inh	HPDE-C7K KRASV12	TNAP inhibition	MK inhibit	others
CCOc1c(C)cc(-c2ncccc2O)cc1C	i	-5.6%&1.6%	-3.4%	-6.7%	.	2.0	-1.3%	-3.5%	11.0
CSc1nc(NC(C)(C)C)nc(Oc2ccc(=O)[nH]n2)n1	i	29.5%	1.7%	4.7%	-9.5%	9.0	5.0%	5.9%	6.0	Spn PMK inh pilot replicates=3.5;MK inhibit pilot replicates=0.0;Spn DPM-DC inh pilot screen %=0.5
Cc1cccc(NC(=O)c2cnc3sccn3c2=O)c1C	i	4.6%	-1.0%	11.8%	-16.1%	2.0	0.5%	11.5%	2.0
Cc1nc2c(o1)CCc1ccccc1C2O (stereo not given)	i	.	-2.8%	-6.4%	0.6%	3.0	-18.2%	11.6%	11.0	Spn PMK inh pilot replicates=1.5;MK inhibit pilot replicates=0.0;Spn DPM-DC inh pilot screen %=0.0
Cc1nc(NCc2ccco2)[nH]c(=O)c1CCC(C)C	i	8.3%	-6.9%	-1.8%	-13.8%	10.0	0.2%	7.9%	2.0
O=C(CN1CCOCC1)Nc1scc(-c2ccccc2)c1C(=O)N1CCOCC1	i	3.1%	-5.9%	6.4%	4.4%	8.0	8.3%	7.0%	2.0
Cc1c(C(=O)OC2CCC(C)CC2)[nH]c2c1C(=O)CCC2 (stereo not given)	i	0.6%	-5.0%	-8.8%	15.2%	9.0	0.1%	15.6%	7.0	Spn PMK inh pilot replicates=0.0;MK inhibit pilot replicates=3.5;Spn DPM-DC inh pilot screen %=0.0
CCC(C)NC(=O)CSc1nc2ccc(N3CCOCC3)cc2c(=O)n1CCc1ccccc1 (stereo not given)	i	-4.9%	-4.8%	-4.8%	1.8%	11.0	-3.0%	8.0%	10.0
COc1ccc(NC(=O)CSC2CCCCC2)cc1	i	-6.7%	2.8%	-1.2%	1.4%	2.0	0.0%	9.3%	8.0
N#CC1=C(N)OC2=C(CCC/C2=C/c2ccoc2)C1c1ccoc1 (stereo not given)	i	0.5%	8.6%	-4.4%	-10.5%	2.0	-13.0%	13.8%	5.0	Spn PMK inh pilot replicates=3.0;MK inhibit pilot replicates=2.0;Spn DPM-DC inh pilot screen %=2.5
Cc1cccc(N2CCN(CC(=O)NCC3CCCCC3)CC2)c1C	i	-18.5%	-5.6%	-27.0%	15.1%	14.0	-18.8%	7.1%	30.0
Cc1ccccc1Cn1c(=O)c2c(nc3n2CCN3Cc2ccco2)n(C)c1=O	i	-0.5%	-7.3%	-6.3%	16.0%	9.0	2.3%	2.5%	8.0
O=C(CSc1nnc(-c2ccccc2)o1)NC1CCCCC1	i	9.2%	2.0%	-10.0%	0.1%	4.0	-9.6%	6.1%	6.0	Spn PMK inh pilot replicates=0.0;MK inhibit pilot replicates=0.0;Spn DPM-DC inh pilot screen %=1.0
CCOC(=O)Cc1csc(NC(=O)CSc2ncnc3c2cnn3-c2ccc(OC)cc2)n1	i	20.8%	3.1%	-6.9%	-5.8%	12.0	4.2%	2.7%	11.0
CCCN(CCC)c1ncnc2c1cnn2-c1ccc(OC)cc1	i	-3.5%	-5.4%	19.0%	-6.5%	3.0	35.2%	1.7%	0.0
CC(NC(=O)Nc1ccccc1O)(C(F)(F)F)C(F)(F)F	i	0.6%	-5.2%	9.0%	4.0%	3.0	17.1%	2.0%	5.0
CCCC(=O)N(Cc1cc2cccc(C)c2[nH]c1=O)c1ccccc1OC	i	-9.4%	1.4%	11.0%	4.5%	2.0	17.7%	3.6%	4.0
CCOC(=O)C1CCCN(C(=O)c2ccc(CS(=O)(=O)c3ccc(Br)cc3)o2)C1 (stereo not given)	i	.	1.7%	-5.7%	15.3%	13.0	2.2%	18.6%	1.0	Spn PMK inh pilot replicates=3.5;MK inhibit pilot replicates=0.5;Spn DPM-DC inh pilot screen %=0.0
CC(C)CCSc1nc2c(c(=O)[nH]c(=O)n2C)n1CCCc1ccccc1	i	0.2%	-13.6%	12.2%	-1.4%	0.0	16.8%	18.8%	6.0	Spn PMK inh pilot replicates=3.0;MK inhibit pilot replicates=2.5;Spn DPM-DC inh pilot screen %=1.0
CCOC(=O)C1=C(N)Oc2cc(O)ccc2C1c1cccnc1 (stereo not given)	i	38.8%	-6.0%	7.5%	.	8.0	10.8%	12.7%	13.0
COC(=O)CSc1nnc(SCc2ccc(OC)cc2)s1	i	.	-0.1%	-10.8%	6.6%	2.0	-26.3%	9.8%	5.0
CN(C)c1cccc(C(=O)NCC2CCCO2)c1 (stereo not given)	i	-9.2%	0.7%	-4.6%	.	0.0	11.3%	4.9%	0.0
CC(=O)Nc1cccc(OCC(=O)NS(=O)(=O)c2ccc(Cl)cc2)c1	i	-7.7%	-10.7%	-13.7%	6.3%	8.0	-10.5%	13.2%	11.0
O=C(CSc1nnc2scc(-c3ccc(Cl)cc3)n12)NCc1ccc2c(c1)OCO2	i	2.9%	-1.5%	-10.6%	2.6%	11.0	-3.7%	14.9%	11.0
C/C(=N\S(=O)(=O)c1ccc(C)cc1)N1CCN(S(=O)(=O)c2ccccc2)C1	i	-2.3%	-2.9%	-1.6%	8.9%	11.0	-9.0%	9.5%	0.0
Cc1c(NC(=O)CSc2nnc(-c3cccc(Cl)c3)o2)c(=O)n(-c2ccccc2)n1C	i	10.9%	-0.8%	0.0%	11.7%	0.0	4.1%	4.5%	6.0
CCOC(=O)Cc1c(C)c2ccc(N(CC)CC)cc2oc1=O	.	-3.9%	-14.6%	-17.8%	4.6%	15.0	-21.9%	-29.4%	9.0
COc1ccc(CC(=O)Nc2c3c(nn2-c2cccc(C)c2C)CS(=O)C3)cc1OC (stereo not given)	i	-3.6%	6.8%	-5.5%	5.2%	13.0	0.8%	-2.5%	5.0
Cn1c(=O)c2c(nc(SCCN3CCOCC3)n2Cc2ccccc2Cl)n(C)c1=O	i	9.2%	0.2%	-7.5%	1.6%	10.0	-7.6%	5.1%	2.0
COCC(C)OC(=O)C(C#N)c1nc2ccccc2nc1N1CCN(Cc2ccccc2)CC1 (stereo not given)	i	24.4%	-1.5%	0.1%	.	13.0	13.7%	21.6%	6.0
COc1ccc(-c2nnc(CSc3nc4ccccc4c(=O)n3CC3CCCO3)o2)cc1OC (stereo not given)	i	0.3%	0.2%	-17.0%	0.6%	8.0	-15.2%	-0.7%	6.0
COC(=O)C1CCCN1C(=O)c1cccs1 (stereo not given)	i	-1.2%	-3.1%	-1.7%	8.2%	2.0	0.3%	8.5%	2.0
Nc1nc(N)c2nc(-c3ccccc3)c(N)nc2n1	.	-8.2%	-7.8%	15.9%	20.7%	8.0	11.6%	15.5%	6.0	Spn PMK inh pilot replicates=2.0;MK inhibit pilot replicates=3.0
COc1ccc(-c2nc(CS(=O)CC(=O)N3CCc4ccccc4C3)c(C)o2)cc1 (stereo not given)	i	-8.3%	9.0%	-10.6%	4.8%	14.0	-1.9%	4.4%	4.0
COc1cccc(-n2nnc3c(=O)n(CC(=O)NCC4CCCO4)cnc32)c1 (stereo not given)	i	0.8%	7.0%	-7.5%	2.8%	9.0	0.4%	11.6%	7.0
CCCSc1nnc(Sc2nnnn2-c2ccccc2)s1	i	60.0%*	1.0%	81.0%*	3.9%	13.0	88.2%*	12.6%	3.0
COc1ccccc1N/C(=N/c1nc(C)cc(C)n1)NC(C)=O	i	7.3%	-2.2%	-16.2%	4.6%	0.0	-2.6%	1.1%	3.0
O=C(NCCC1=CCCCC1)C1CCN(S(=O)(=O)c2cccs2)CC1	i	3.1%	3.3%	-10.5%	7.9%	21.0	-1.2%	9.9%	4.0
Cc1nc(SCC(=O)NCC2CCCO2)c2oc3ccccc3c2n1 (stereo not given)	i	6.2%	-3.4%	-0.9%	2.8%	8.0	9.8%	2.8%	5.0
O=C(CN1CCOCC1)N1CCN(c2nnc(-c3ccccc3)c3ccccc23)CC1	i	0.4%	-1.6%	-18.4%	1.7%	3.0	-13.8%	25.0%	2.0
C=CCn1c(SCC(=O)N(CC)CC)nc(O)cc1=O	i	-1.1%	-4.6%	-9.5%	.	0.0	-3.1%	-1.6%	8.0
CCN(CCNC(=O)C1CCN(S(=O)(=O)c2cccc3nsnc23)CC1)c1ccccc1	i	-1.5%	-8.2%	-6.7%	1.6%	9.0	-2.8%	5.8%	0.0
CSc1nnc2c3ccccc3n(CCc3ccccc3)c2n1	i	2.0%	1.7%	23.6%	-2.4%	3.0	25.8%	14.0%	0.0	Spn PMK inh pilot replicates=1.0;MK inhibit pilot replicates=6.5;Spn DPM-DC inh pilot screen %=0.0
C/C(CC1(O)C(=O)N(C)c2ccccc21)=N\O (stereo not given)	i	11.3%	-0.9%	-5.6%	5.3%	7.0	-12.7%	9.3%	11.0
O=C(Nc1ccc(Br)cc1F)C1CCN(c2nnc(-n3cccc3)s2)CC1	i	1.2%	-0.5%	3.0%	13.5%	7.0	10.0%	-15.7%	4.0
O=C(COC(=O)CCCc1c[nH]c2ccccc12)Nc1ccc2c(c1)OCO2	i	5.0%	-4.0%	-0.2%	.	10.0	-0.3%	4.8%	0.0
Nc1nc2nccc(-c3ccc(Cl)cc3)n2n1	.	7.3%	-6.6%	3.6%	8.6%	17.0	10.9%	17.4%	7.0
N#Cc1c2c(c(-c3ccco3)[nH]c1=O)CCCC2	i	1.9%	2.2%	7.5%	-1.3%	0.0	2.2%	12.2%	7.0
CCOc1ccc(-n2cc(C(=O)N3CCCCCC3)c3cc(OC)c(OC)cc3c2=O)cc1	i	-5.4%	2.6%	-0.8%	12.2%	20.0	9.7%	1.6%	9.0
CCC(NS(=O)(=O)c1ccc(C)cc1)C(=O)Nc1ccc(NC(C)=O)cc1 (stereo not given)	i	2.4%	1.5%	-12.0%	-4.5%	8.0	-12.5%	-3.3%	9.0

High-throughput results deposited in PubChem BioAssay by several laboratories.
